Screening results deposited in PubChem by Broad Institute.
FN deposit inh – fibronectin deposition inhibition; inhibition, % at 12.6 µM; hit rate 0.086% among 350,000; AID 743247; AH1F fibroblasts, Alexa488-fibronectin deposition fluorescence, overnight;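 active = mean inhibition across replicates of 30% or more, regardless of how many single replicates reach that level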;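 also: positive control wells lacked labelled fibronectin entirely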
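material = AH1F fibroblast monolayer depositing Alexa488-labelled fibronectin into matrix | amount = 10000 AH1F cells/well | buffer or medium = DMEM plus 2% serum, read in PBS | incubation = 1 h cell adhesion before compound, then overnight fibronectin incubation | detection = fluorescence at 485 nm excitation, 525 nm emission | evaluation = percent inhibition as loss of matrix-bound fibronectin fluorescence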
Cneo AK release – causes C. neoformans cell lysis; AID 651654; hit rate 0.2% among 360,000; adenylate kinase release luminescence, 4 h; normalised: neutral wells 0, clomiphene wells 100; lysis activity, % at 15 µM;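 active = mean lysis activity across replicates of at least 80%, whatever share of replicates individually reach that level; inactive = mean lysis activity below 80%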
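Material: C. neoformans cells; Schedule: 4 h static compound exposure, 37 °C, read 1 h post-reagent; Measured by: adenylate kinase release luminescence; Read-out: signal increase indicating cell lysis; Controls: Clomiphene as positive lysis control.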
CFTR F508del cor – correctors of CFTR F508del function in bronchial epithelial cells; AID 720511; hit rate 0.36% among 350,000; CFBE cells, YFP halide quenching; stimulated with forskolin plus potentiator P3; % fluorescence drop versus neutral controls; activity (quench increase), % at 7.58 µM;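 active = mean added fluorescence quench of at least 8% versus neutral control, with both replicates also reaching 8%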;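 also: cells transiently co-express mutant CFTR-F508del with the halide-sensitive YFP; corrector assay measuring rescue of mutant channel to the surface after 24 h compound exposure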
miR-122 sensor – inhibitors of miR-122 in Huh7 cells. activation (reporter increase), % at 12.5 µM. hit rate 0.3% among 340,000. Huh7 miR-122 Renilla luciferase sensor, 48 h; neutral wells = 0, positive control = 100;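 active = mean replicate activation score at least 90 and every replicate individually at or above 90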;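 also: higher luciferase means less miR-122 activity so hits act as miR-122 inhibitors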
INS-1E GSIS act – GLuc luminescence reporter in INS-1E cells, primary screen for activators of glucose-dependent secretion of insulin | INS-1E GLuc reporter insulin secretion, 2-3 h | activation, % at 16.6 µM | hit rate 0.61% among 370,000 | AID 743287;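 active = lowest replicate activation of at least 40%, so every replicate reaches that level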;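 also: 0% = median of neutral control wells and 100% = median of IBMX positive control wells; some compounds called inactive have numbers as strong as hits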
C2C12 statin – suppression of simvastatin myotoxicity; rescue of ATP level, % at 7.49 µM; hit rate 0.78% among 330,000; C2C12 myotubes + simvastatin, ATP luminescence, 48 h; scaled: DMSO 0, geranylgeraniol control 100;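 active = mean ATP rescue above about 67%, or every replicate alone reaching that limit, limit read from the data, passing the limit was not always enough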;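 also: myotubes were challenged with 10 µM simvastatin during compound exposure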
PGC1a acetyl inh – PGC1a acetylation modulation, inhibitor mode; U2OS PGC1a acetylation, AlphaScreen anti-acetyl-lysine; with virally co-expressed GCN5 acetyltransferase; inhibition, % at 15.6 µM; hit rate 0.17% among 350,000; AID 651687;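 active = every replicate shows inhibition of at least 40%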;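 also: 0% = neutral control wells and 100% = positive control wells; some results beyond the cut were filed as inactive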
PglD DTNB – blocks C. jejuni PglD acetyltransferase activity; hit rate 0.098% among 360,000; inhibition, % at 12.5 µM; purified PglD enzyme, DTNB colorimetric CoA detection; in the data active = inhibition above about 16%, passing the limit was not always enough; also: strong numbers were not always called active
Numbers without * were called inactive; nt = not tested or not shown; & = joins results of further samples; [ ] = remark or other dose. This is a random part of the collection; any-hit rate near 2.1%.

SMILES	FN deposit inh	Cneo AK release	CFTR F508del cor	miR-122 sensor	INS-1E GSIS act	C2C12 statin	PGC1a acetyl inh	PglD DTNB
Brc1cc(Br)c2ncnc(N3CCCCC3)c2c1	nt	1	nt	4	nt	4	6	2
CCNC(=O)C1(C)CCCN(C(=O)c2sccc2C)C1 (stereo unspecified)	3	1	0.1	-9	12	0	3	4
Cc1[nH]n(-c2ccccc2)c(=S)c1C=Nc1cccc([N+](=O)[O-])c1	-4	-1	nt	-4	nt	11	1	-2
COc1ccc(C(=O)NN)cc1	10	0	0.4	-20	-17	2	-5	3
CCc1nc(SCc2ccc(OCC(C)C)cc2)n[nH]1	2	-3	-1.3	-4	-32	-7	8	-125
O=C(NCc1ccncn1)[C@H]1[C@H](CO)[C@H]2Cn3c(ccc(-c4ccncc4)c3=O)[C@H]2N1CC1CC1	nt	1	-0.3	6[16.7 µM]	8	-6	nt	2
O=C(Nc1nnc([C@@H]2C[C@H](O)[C@@H](CO)O2)s1)c1cccc(Oc2ccccc2)c1	nt	1	0.7	-7	nt	2	nt	-1
CCCC(=O)Nc1cc(OC)c(OC)cc1C(=O)O	-1	-2	nt	-4	nt	-8	-1	4
CCc1cccc(Nc2c3c(nc4ncnn24)CCC3)c1	-10	3	0.1	-5	0	12	nt	-1
O=C(C1CCCO1)N1CCN(S(=O)(=O)c2cc(F)ccc2F)CC1 (stereo unspecified)	1	0	0.4	-1	12	-2	-3	0
C[C@H](CO)N1C[C@H](C)[C@H](CN(C)S(=O)(=O)c2cccs2)Oc2ccc(NS(C)(=O)=O)cc2C1=O	-1	56	-2.8	2[16.7 µM]	5	17	4	-4
CCOc1cc2[nH]c(=S)n(CC3CCCO3)c(=O)c2cc1OCC (stereo unspecified)	-4	-1	nt	-5	nt	-6	nt	-4
COc1ccc(CCNC(=O)C2CCN(c3ccc(N4CCOCC4)nn3)CC2)c(OC)c1	2	-3	-0.7	3	-4	3	16	nt
CC(=O)Nc1sc(C)c(C)c1C(=O)OCC(=O)Nc1ccccc1C(F)(F)F	0	-1	0.0	5	4	11	-2	-1
C[C@H]1CN([C@@H](C)CO)C(=O)Cc2cc(NS(=O)(=O)c3cn(C)cn3)ccc2O[C@@H]1CN(C)S(=O)(=O)c1ccc(F)cc1	nt	nt	0.8	5[16.7 µM]	5	-11	1	nt
CCNC(=O)CN(c1ccc(C)cc1)S(=O)(=O)c1ccccc1	3	1	nt	6	nt	0	-1	1
Cc1cc(=O)oc2cc(NC(=O)C3CC(=O)N(Cc4ccccc4)C3)ccc12 (stereo unspecified)	0	2	nt	-6	nt	nt	-2	6
CCOC(=O)N/N=C\c1ccc(-c2cc(Cl)ccc2Cl)o1	-8	-3	0.3	0	7	-23	2	6
C[C@H](CO)N1C[C@H](C)[C@H](CN(C)Cc2cncnc2)Oc2ncc(C#CC3CCCCC3)cc2C1=O	-7	3	-0.8	10[16.7 µM]	-6	4	1	2
CCOC(=O)c1ccc(N2C(=O)Cc3ccccc3C2=O)cc1	-2	6	2.0	nt	-8	5	nt	-2

As a short view, 11 of the compounds above.
SMILES	FN deposit inh	Cneo AK release	CFTR F508del cor	miR-122 sensor	INS-1E GSIS act	C2C12 statin	PGC1a acetyl inh	PglD DTNB
Brc1cc(Br)c2ncnc(N3CCCCC3)c2c1	nt	1	nt	4	nt	4	6	2
CCNC(=O)C1(C)CCCN(C(=O)c2sccc2C)C1 (stereo unspecified)	3	1	0.1	-9	12	0	3	4
Cc1[nH]n(-c2ccccc2)c(=S)c1C=Nc1cccc([N+](=O)[O-])c1	-4	-1	nt	-4	nt	11	1	-2
COc1ccc(C(=O)NN)cc1	10	0	0.4	-20	-17	2	-5	3
CCc1nc(SCc2ccc(OCC(C)C)cc2)n[nH]1	2	-3	-1.3	-4	-32	-7	8	-125
O=C(NCc1ccncn1)[C@H]1[C@H](CO)[C@H]2Cn3c(ccc(-c4ccncc4)c3=O)[C@H]2N1CC1CC1	nt	1	-0.3	6[16.7 µM]	8	-6	nt	2
O=C(Nc1nnc([C@@H]2C[C@H](O)[C@@H](CO)O2)s1)c1cccc(Oc2ccccc2)c1	nt	1	0.7	-7	nt	2	nt	-1
CCCC(=O)Nc1cc(OC)c(OC)cc1C(=O)O	-1	-2	nt	-4	nt	-8	-1	4
CCc1cccc(Nc2c3c(nc4ncnn24)CCC3)c1	-10	3	0.1	-5	0	12	nt	-1
O=C(C1CCCO1)N1CCN(S(=O)(=O)c2cc(F)ccc2F)CC1 (stereo unspecified)	1	0	0.4	-1	12	-2	-3	0
C[C@H](CO)N1C[C@H](C)[C@H](CN(C)S(=O)(=O)c2cccs2)Oc2ccc(NS(C)(=O)=O)cc2C1=O	-1	56	-2.8	2[16.7 µM]	5	17	4	-4

Next compounds follow.
SMILES	FN deposit inh	Cneo AK release	CFTR F508del cor	miR-122 sensor	INS-1E GSIS act	C2C12 statin	PGC1a acetyl inh	PglD DTNB
COc1ccc(NC(=O)Nc2cccc3c2O[C@H](CN(C)Cc2ccccc2)[C@@H](C)CN([C@@H](C)CO)C3=O)cc1	nt	-2	-1.0	7[16.7 µM]	-2	9	-4	6
C[C@@H]1CN([C@@H](C)CO)C(=O)c2cc(-c3ccccc3)cnc2O[C@H]1CN(C)C(=O)Nc1ccccc1F	0	3	1.8	18[16.7 µM]	-14	-8	6	5
CC(=O)N1CCc2cc(NC(=O)c3ccc(C)cc3)ccc21	3	-6	nt	-5	22	2	4	-5
C[C@H](CO)N1C[C@H](C)[C@H](CN(C)C(=O)Nc2ccccc2)OCCCC[C@H](C)Oc2ccc(NS(=O)(=O)c3ccc(F)cc3)cc2C1=O	3	2	-1.8	1[16.7 µM]	-8	nt	-7	-5
O=C(O)c1ccc(Cn2nnc3sc4c(c3c2=O)CCCC4)cc1	-4	nt	-0.9	2	16	nt	7	nt
Cc1ccc(Cl)cc1NS(=O)(=O)Cc1ccccc1	0	0	-1.0	nt	-13	7	nt	0
C[C@@H]1CCCCO[C@@H](CN(C)Cc2ccc(C(F)(F)F)cc2)[C@@H](C)CN([C@@H](C)CO)C(=O)c2cc(NC(=O)c3ccncc3)ccc2O1	7	-2	2.4	10[16.7 µM]	-11	44	nt	0
CC(C)NC(=O)Nc1ccc2c(c1)C(=O)N([C@H](C)CO)C[C@H](C)[C@@H](CN(C)C(=O)Cc1ccccc1)OCCCC[C@@H](C)O2	11	-4	-0.2	-4[16.7 µM]	21	nt	-2	3
CN1C(=O)c2cc(NC(=O)C3CCCCC3)ccc2OC[C@@H]2O[C@H](CC(=O)NCc3ccccc3F)CC[C@H]21	-5	0	-3.6	-7[16.7 µM]	-3	-9	6	-1
Cc1cc(C)cc(NC(=O)N2CCCC2C(=O)Nc2ccc(-n3cnnn3)cc2)c1 (stereo unspecified)	nt	1	nt	2	nt	17	-13	-5
Cc1nc(C(F)(F)F)ccc1C(=O)Nc1ccc(C(F)(F)F)cn1	-12	0	-2.8	-3	-4	16	nt	1
C[C@@H]1CN([C@H](C)CO)C(=O)c2cc(NC(=O)CCC(F)(F)F)ccc2O[C@H]1CN(C)S(=O)(=O)c1ccc(Cl)cc1	nt	-1	1.7	-9[16.7 µM]	8	8	4	-3
O=C1Nc2ccc(S(=O)(=O)N3CCOCC3)c3cccc1c23	8	-5	nt	-7	11	nt	13	0
Cc1nn(C)c(C)c1NC(=O)COc1ccc(F)cc1Br	-5	-1	2.2	nt	-11	5	-1	6
O=C(NCC[C@H]1CC[C@H](NS(=O)(=O)c2cccc(F)c2)[C@@H](CO)O1)Nc1cc(F)ccc1F	nt	1	-1.3	nt	-12	-9	-9	3
O=C(CS(=O)(=O)c1ccccc1)Nc1nc2ccccc2s1	-9	0	-1.0	5	25	2	1	12
COc1cc(C2C3=C(CC(C)(C)CC3=O)N(C)C(=O)N2C)cc(OC)c1OC (stereo unspecified)	1	2	nt	-8	45	7	-5	-2
CCOC(=O)c1c(P(=O)(N2CCOCC2)N2CCOCC2)noc1N	nt	0	nt	-7	nt	0	5	-1
COC(=O)C1=C(C)NC(C)=C(C(=O)OCCN(C)Cc2ccccc2)C1c1cccc([N+](=O)[O-])c1 (stereo unspecified)	10	0	5.0	-18	nt	-3	9	1
C[C@H](O)C#Cc1ccc([C@@H]2[C@H]3CN(S(=O)(=O)c4ccccc4)CCCCN3[C@H]2CO)cc1	nt	-2	3.7	-5[16.7 µM]	nt	nt	-1	3
O=C(C1=C[C@H](c2ccc(C(F)(F)F)cc2)C[C@H](OCCCCO)O1)N1CCN(Cc2ccc3c(c2)OCO3)CC1	10	9&0	2.3&2.6	-5	-30	-15	-15&-1	-6&1
COc1ccc(N2CCN(C(CNC(=O)C(=O)NCCCn3ccnc3)c3ccco3)CC2)cc1 (stereo unspecified)	0	nt	-0.6	nt	-8	nt	9	nt
O=C(NCCCN1CCCC1)c1cc2c(Cl)nc3ccccc3c2s1	-5	-3	-1.0	-1	14	-13	-10	-8
CCOC(=O)CC1(NC(=O)c2cc(COc3c(F)cccc3F)on2)CCCCC1	-1	-1	2.1	-3	-9	-9	nt	0
COc1ccc(NC(=O)c2onc(C)c2Cl)cc1	-1	-1	0.6	1	nt	8	6	-3
Cc1ccc(S(=O)(=O)n2c(CN3CCCC(C)C3)nc3ccccc32)cc1 (stereo unspecified)	nt	4	nt	nt	nt	6	3	-7
C1=C(CCNc2ncnc3c2cnn3-c2ccccc2)CCCC1	nt	-2	nt	1	nt	-47	-4	1
C[C@@H]1CCC[C@]2(O[C@H](CCO)C[C@H](O)[C@H]2O)O1	-5	0	2.1	-4	-7	4	7	1
CO[C@H]1CN(C)C(=O)c2cc(NC(=O)Nc3c(C)noc3C)ccc2OC[C@@H](C)N(CCC(F)(F)F)C[C@H]1C	-20	52	0.4	nt	2	15	-5	2
Cn1c(N)c(C(=O)CSc2nnnn2-c2ccccc2)c(=O)n(C)c1=O	0	-1	2.9	0	5	2	5	-3
O=C(COC(=O)CCCc1c[nH]c2ccccc12)Nc1ccc2c(c1)OCO2	4	0	nt	2	nt	13	-4	2
COc1ccc(C#Cc2ccc3c(c2)[C@H]2[C@H](CCN2S(=O)(=O)C2=NC(C)C=N2)[C@@H](CO)N3C)cc1 (stereo partly specified)	-7	22	-0.8	5[16.7 µM]	-2	20	6	10
COc1ccc(NC(=O)C(Sc2nnc(-c3ccncc3)n2-c2ccccc2C)c2ccccc2)cc1Cl (stereo unspecified)	-3	4	1.7	-6	-20	nt	-2	6
CC(=O)N1CCN(Cc2cc(=O)oc3cc(C)c(C)cc23)CC1	3	2	1.3	-5	10	11	2	-1
COc1ccc2c3c([nH]c2c1)[C@@H](CO)N(Cc1ccc(Cl)cc1)CC31CN(S(C)(=O)=O)C1	-2	nt	4.4	nt	-14	nt	12	nt
C/C(=N/NC(=O)c1cccs1)c1ccc(N2CCOCC2)cc1	9	0	-1.7	-6	8	2	2	-7
O=C(Nc1cccc2ncccc12)c1cccnc1	nt	-2	nt	5	nt	-6	5	-6
CCOC(=O)[C@H]1[C@H]2COc3ccc(Cl)cc3[C@@H]2N2C(=O)c3cc(OC)ccc3NC(=O)[C@@]12C	10	5	1.4	2	nt	7	13	-3
